Bioassay records: PubChem BioAssay, National Center for Advancing Translational Sciences (NCATS)
L3MBTL1 inh: blocks human L3MBTL1. Q9Y468. AlphaScreen L3MBTL1–H3K9me1 peptide binding. Potency, µM (series often up to 57.1 µM), without a hit: at the highest dose activity, negative = inhibition, actives largely listed as inhibitors. hit rate 0.66% among 230,000. AID 485360; further: on the % scale 0 is the no-effect control and ±100 the full control effect; nearly all actives have a fitted effect of over 60% in size
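Read-out is AlphaScreen signal from streptavidin donor and nickel chelate acceptor beads (10 ug/mL final each) bridging L3MBTL1 (50 nM) and biotinylated K9-monomethylated H3(1-15) peptide (75 nM), after 30 min compound exposure at room temperature.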
Tau fibril ThT: tau fibrillization inhibition (ThT binding); AID 1460; Potency, µM (doses to about 57.4 µM), without a hit: top-dose activity, negative = inhibition, actives largely listed as inhibitors; P10636; recombinant tau K18 P301L, heparin-induced fibrillization, ThT fluorescence; hit rate 2.1% among 270,000; further: on the % scale 0 is the no-effect control and ±100 the full control effect; nearly all actives have a fitted effect of over 55% in size
Target sequence (P10636 561-689 P618L limits assumed): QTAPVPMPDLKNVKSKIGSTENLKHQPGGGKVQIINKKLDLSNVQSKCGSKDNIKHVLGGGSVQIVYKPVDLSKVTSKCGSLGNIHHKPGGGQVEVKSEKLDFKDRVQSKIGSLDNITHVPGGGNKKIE
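Using a mix of unlabeled (15 uM) and Alexa 594-labeled (0.24 uM) tau K18 P301L, heparin-triggered fibrillization over 6 hr at 37 C was scored by ThT fluorescence.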
KinaseGlo FLuc: counter-screen: inhibitors of Kinase-Glo firefly luciferase; Potency, µM (titrated, usually from 38.3 µM), without a hit: at the highest dose activity change, negative = inhibition, actives largely listed as inhibitors; AID 1379; Q27757; Kinase-Glo luciferase, ATP luminescence, 8 min; hit rate 0.28% among 200,000; further: on the % scale 0 is the no-effect control and ±100 the full control effect; nearly all actives have a fitted effect of over 60% in size
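Kinase-Glo luciferase light output from ATP and luciferin was measured with 10 uM ATP, within the enzyme's linear range. Buffer: 50 mM imidazole pH 7.2, 50 mM KCl, 7 mM MgCl2, 0.01% Tween 20, 0.05% BSA; luminescence read after 8 min at ambient temperature.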
ALDH1A1 block: inhibitors of human aldehyde dehydrogenase 1A1 | Potency, µM (titrated, usually from 75.3 µM), without a hit: top-dose activity, negative = inhibition, usual class: inhibitors | Purified ALDH1A1, NADH fluorescence, propionaldehyde substrate | hit rate 7.3% among 220,000 | P00352; active means well fitted inhibition curve with a large enough effect, not every such curve was filed as active; inconclusive means small, poorly fitted or top-dose-only effect, or another doubt; inactive means no such curve, though single readings can be large or run the other way;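 further: plate controls were no enzyme wells and a reference inhibitor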
Target sequence (P00352 whole entry, looked up): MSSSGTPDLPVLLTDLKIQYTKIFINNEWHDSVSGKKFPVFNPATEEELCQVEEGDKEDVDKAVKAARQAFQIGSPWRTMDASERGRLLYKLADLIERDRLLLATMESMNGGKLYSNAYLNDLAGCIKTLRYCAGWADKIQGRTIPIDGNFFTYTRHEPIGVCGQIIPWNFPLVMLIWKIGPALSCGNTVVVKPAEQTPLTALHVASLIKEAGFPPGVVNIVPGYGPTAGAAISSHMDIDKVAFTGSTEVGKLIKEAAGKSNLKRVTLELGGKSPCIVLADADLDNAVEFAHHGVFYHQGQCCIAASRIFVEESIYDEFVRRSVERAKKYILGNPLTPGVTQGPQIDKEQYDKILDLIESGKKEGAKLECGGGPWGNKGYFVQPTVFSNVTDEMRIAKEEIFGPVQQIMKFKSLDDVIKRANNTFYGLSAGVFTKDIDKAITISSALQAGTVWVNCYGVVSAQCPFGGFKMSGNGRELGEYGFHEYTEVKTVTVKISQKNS
LMNA splice mod: LMNA splicing modulation. HeLa LMNA splicing GFP/RFP minigene ratio, 48 h. Potency, µM (series often up to 46.1 µM), for inactives: at the highest dose ratio change, negative = inhibition, usual class: inhibitors. hit rate 0.01% among 200,000; active means well fitted inhibition curve with a large enough effect in the signal ratio, with a control signal flat, not every such curve was filed as active; inconclusive means small, poorly fitted or top-dose-only effect, or effect the other way, or a change in a side signal; the % refers to the signal ratio; further: on the % scale 0 is the no-effect control and ±100 the full control effect
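Read-out is the ratio of GFP to DsRed2 object intensity, acquired by 488 nm laser-scanning cytometry on HeLa lamin A-EGFP minigene reporter cells. Compound incubation 48 hrs at 37 °C in Opti-MEM with 2% FBS; DMSO 0.5% final.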
RECQ1 helicase: blocks DNA unwinding by human RECQ1. Potency, µM (series often up to 57.3 µM), for the others: at the top dose activity, negative = inhibition, most hits filed as inhibitors. hit rate 0.54% among 240,000. RECQ1 DNA unwinding, red fluorescence kinetic read. AID 2549. P46063;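 further: plate controls were vehicle for no effect and no enzyme for full effect; nearly all actives have a fitted effect of over 30% in size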
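RECQ1T1 50 nM; forked duplex (20 bp + 30-nt ss tails) 200 nM, ATP 2 mM final; pH 8.0, 2 mM MgCl2, 2.5 ug/ml poly(dI-dC); 15 min compound preincubation; discontinuous kinetic read over 2 h at RT.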
SMN2 splice enh: increases expression of the SMN2 splice variant; HEK293 SMN2-luciferase splicing reporter, luminescence, 30-36 h; Potency, µM (top dose mostly 46.1 µM), inactives show top-dose activity change, positive = activation, actives largely listed as activators; hit rate 2.8% among 210,000; further: % of control where 0% means no effect; nearly all actives have a fitted effect of over 55% in size
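HEK293 cells carry an SMN2 […]–luciferase reporter in which exon 7 inclusion puts luciferase in frame. Cells were plated 10-12 h before compound addition, then incubated 30-36 h at 37C. ONE-Glo luminescence was read; sodium butyrate at 4.5 mM final served as control.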
JMJD2E inh: blocks human JMJD2E demethylase activity; Potency, µM (highest dose often 57.1 µM), without a hit: at the top dose activity change, negative = inhibition, usual class: inhibitors; JMJD2E catalytic domain, FDH-coupled NADH fluorescence (FDH is formaldehyde dehydrogenase); AID 2147; hit rate 1.6% among 230,000; B2RXH2; active means well fitted inhibition curve with a large enough effect, not every such curve was filed as active; inconclusive means small, poorly fitted or top-dose-only effect, or another doubt; inactive means no such curve, though single readings can be large or run the other way;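 further: 0% = wells with enzyme and -100% = buffer wells without enzyme; nearly all actives have a fitted effect of over 50% in size; many of its hits are not listed in these tables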
Target sequence (B2RXH2 1-337 limits assumed): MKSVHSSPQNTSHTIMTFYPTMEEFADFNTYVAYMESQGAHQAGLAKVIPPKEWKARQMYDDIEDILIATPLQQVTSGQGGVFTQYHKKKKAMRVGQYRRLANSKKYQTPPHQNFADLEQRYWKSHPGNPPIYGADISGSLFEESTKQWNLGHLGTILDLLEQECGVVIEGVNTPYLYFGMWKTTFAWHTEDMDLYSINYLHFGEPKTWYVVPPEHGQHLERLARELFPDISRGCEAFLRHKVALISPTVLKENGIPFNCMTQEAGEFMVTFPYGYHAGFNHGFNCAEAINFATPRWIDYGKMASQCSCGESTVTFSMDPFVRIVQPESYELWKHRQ
* = called active by the depositor; i = inactive; ? = inconclusive; . = not tested or not shown; & = joins results of further samples; [ ] = dose if it differs, or a comment. Unless noted, the call rests on the fitted dose curve; in most records, active means well fitted curve in the direction sought with a large enough effect; inconclusive means small, poorly fitted or top-dose-only effect, or another doubt; inactive means no such curve, though single readings can be large; an effect the other way counts as inactive or inconclusive. Potency means the concentration at half of the fitted maximal effect. Some of the compounds tested; count on the stated rates, not on these rows.

SMILES	L3MBTL1 inh	Tau fibril ThT	KinaseGlo FLuc	ALDH1A1 block	LMNA splice mod	RECQ1 helicase	SMN2 splice enh	JMJD2E inh
CCOc1ccc(CC2c3cc(OCC)c(OCC)cc3CCN2C(=O)c2cc(OC)c(OC)c(OC)c2)cc1OCC (stereo unspecified)	26%	?	-4%	-3%	?	-6%	-9%	2%
CCCCc1ccc(NC(=S)NCc2cccc(OC)c2)cc1	10%	-10%	1%	?	.	i	-3%	-9%
COC(=O)c1cc(NS(=O)(=O)c2ccc(NC(C)=O)cc2)cc(C(=O)OC)c1	8%	0%	7%	-1%	2%	-13%	-6%	?
O=C(Nc1ccccc1Cl)N1CCCN(c2nc(-c3ccccc3)ns2)CC1	-1%	-3%	.	0%	12%[46 µM]	-13%	.	-1%
O=C(CN1CCOCC1)NN=C1CCCCCCCCCCC1	4%	-2%	0%	3%	6%	i	29%	34%[activator]
COc1ccccc1C(=O)NC(CCSC)C(=O)NC1CCCCCC1 (stereo unspecified)	.	-3%	-3%	-9%	.	i	17%	3%
CN(C)S(=O)(=O)Oc1ccsc1C(=O)Nc1cccc(Cl)c1	50%[activator]	3%	-2%	-4%	-10%	i	-21%	-10%
O=C(O)CCc1nn2c3ccccc3n(CC(=O)c3ccccc3)c2nc1=O	.	-11%	-3%	?	7%	5%	?	?
O=C(Cn1cnc2c(oc3ccccc32)c1=O)NCc1ccccc1	3%	-8%	-1%	6%	-8%	-3%	5%	7%
COc1cccc(C2=NN(C(=O)CCCC(=O)O)C(c3cccs3)C2)c1 (stereo unspecified)	-2%	-10%	.	.	.	0%	.	?
COc1ccnc(Nc2ccc(C)c(C)c2)c1C#N	-2%	-10%	2%	-5%	-8%	-1%	-8%	-10%
COc1ccc(CCNc2oc(-c3cccc4ccccc34)nc2P(=O)(OC)OC)cc1OC	14%	?	1%	?	-9%	1%	3%	?

3 entries from above, with two lines to a compound.
Value order: L3MBTL1 inh, Tau fibril ThT, KinaseGlo FLuc, ALDH1A1 block, LMNA splice mod, RECQ1 helicase, SMN2 splice enh, JMJD2E inh
O=C(CN1CCOCC1)NN=C1CCCCCCCCCCC1
    4%, -2%, 0%, 3%, 6%, i, 29%, 34%[activator]
COc1ccccc1C(=O)NC(CCSC)C(=O)NC1CCCCCC1 (stereo unspecified)
    ., -3%, -3%, -9%, ., i, 17%, 3%
CN(C)S(=O)(=O)Oc1ccsc1C(=O)Nc1cccc(Cl)c1
    50%[activator], 3%, -2%, -4%, -10%, i, -21%, -10%

Further results
SMILES	L3MBTL1 inh	Tau fibril ThT	KinaseGlo FLuc	ALDH1A1 block	LMNA splice mod	RECQ1 helicase	SMN2 splice enh	JMJD2E inh
CCN(CC(=O)NCc1cccs1)S(=O)(=O)c1ccc([N+](=O)[O-])cc1	8%	1%	-3%	-3%	4%[46 µM]	i	4%	5%
CCn1c(NCc2ccco2)nc2c1c(=O)n(C)c(=O)n2C	-13%[11.4 µM]	-4%	2%	9%	-9%	6%	2%	9%
COc1ccc(OC)c(C(c2nnnn2C2CCCC2)N2CCN(c3ccccc3F)CC2)c1 (stereo unspecified)	-7%	-11%	13%	?	?	-20%	-3%	-6%
O=C1/C(=C\c2ccc(-c3ccccc3Cl)o2)SC(=S)N1CC1CCCO1 (stereo unspecified)	-7%	?	0%	1.4µM*	-7%	-19%	-7%	16%
Cc1ccc(C(=O)N/C(=C\c2ccc(Br)cc2)c2nc(=S)[nH][nH]2)cc1	-12%	?	-3%	?	?	-7%	-7%	-3%
O=C(NCC1CCCO1)C1CCN(S(=O)(=O)N2CCCC2)CC1 (stereo unspecified)	4%	-3%	-6%	0%	4%	-9%	-8%	5%
Cn1c(=O)c2cc(S(=O)(=O)Nc3cccc(F)c3)ccc2n(C)c1=O	.	-4%	-1%	4%	-5%	-17%	-18%	9%
CCS(=O)(=O)n1nc(-c2ccc(Cl)cc2)nc1N	6%	6%	4%	-10%	-15%	8%	-16%	-2%
O=C(NCc1ccco1)C1CCN(c2nnc(-n3cccc3)s2)CC1	-15%	-13%	-4%	?	-7%	0%	-15%	-8%
NS(=O)(=O)c1cccc(NC(=O)CSc2nn(-c3ccccc3)c(=S)s2)c1	-2%	5%	2%	-5%	?	3%	-29%	-3%
COc1cc(NC(=S)NCc2ccc(S(N)(=O)=O)cc2)c(OC)cc1Cl	0%	-2%	7%	?	-1%	-6%	-6%	-6%
COc1ccc(N2C(=O)c3ccccc3NC23CCC(C)CC3)cc1 (stereo unspecified)	.	-9%	-4%	?	-2%	-2%	10µM*	?
CC1(C)NC(=O)N(CCOCCOc2ccc3ccccc3c2Br)C1=O	.	-14%	-1%	-8%	-7%	3%	7%	2%
Cc1nc(C(F)(F)F)nc(Nc2ccc(Br)cc2)c1C#N	4%	-11%	3%	?	-6%	i	21%	?
COc1ccc(NC(=O)COC(=O)c2cc(OC)c(OC)cc2NC(=O)c2ccco2)cc1OC	.	?	0%	?	6%	i	-14%	?
O=C(O)/C=C/C(=O)N1CCN(C(c2ccccc2)c2ccccc2)CC1	-15%	?	.	?	.	-3%	.	?
CCCC(=O)Nc1ccc2nc(SCC(=O)Nc3nccs3)sc2c1	6%	-6%	3%	0%	-9%	8%	-4%	4%
CCSC1=C(C#N)C(c2ccc(F)cc2)CC(=O)N1 (stereo unspecified)	8%	-4%	1%	?	6%	-7%	-5%	-3%
N#Cc1ccc(N2CCOCC2)nc1	5%	-11%	.	0%	.	i	.	-6%
CCOc1cc(/C=C2/NC(=O)NC2=O)cc(Br)c1OCc1ccc(C(=O)O)cc1	.	-18%	-1%	-15%	.	?	-4%	?
S=C(NC1CCCCC1)N1CCN(c2ccccn2)CC1	2%	0%	-3%	-9%	-17%	-10%	3%	-7%
COc1ccc(Nc2nc3ccccc3n3cnnc23)cc1	.	?	17%	?	9%	-9%	?	?
c1ccc2c(Nc3nc(-c4ccncc4)nc4ccccc34)cccc2c1	0%	-3%	.	.	.	-1%	.	?
Cc1ccc(C2=C/C(=C/c3cccnc3)C(=O)O2)c(C)c1	27%	?	-1%	?	-6%	i	9%	-22%
O=C(COn1nnc2ccc(Cl)cc21)NCc1ccccc1	-2%	-2%	0%	7%	-2%	-3%	7%	13%
COc1cc2c(cc1OC)C(Cc1ccc(O)cc1)NCC2 (stereo unspecified)	0%	-1%	-3%	-4%	-1%	i	10%	7%
Cc1cc(C)c(C#N)c(N2CCN(Cc3ccccc3)CC2)n1	.	-3%	-5%	-10%	-2%	-2%	24%	-5%
CCNc1nc(NC(C)CC)nc(Oc2ccc(=O)[nH]n2)n1 (stereo unspecified)	.	-13%	-3%	1%	3%	-10%	-26%	4%
CC(NC(=O)c1cccc(N2CCCC2=O)c1)c1ccc2c(c1)OCCO2 (stereo unspecified)	6%	-3%	0%	7%	-3%	i	-9%	3%
CNC(=O)COC(=O)c1ccccc1C(=O)c1ccc(Cl)c([N+](=O)[O-])c1	-15%	?	5%	-1%	?	-8%	-88%[inhibitor]	2%
CCOC(=O)C1(C)/C(=N/Nc2cccc(Cl)c2)C(=O)C(=O)N1c1ccccc1 (stereo unspecified)	7%	20µM*	-1%	?	?	i	-9%	-11%
Cc1cc(OCC(=O)Nc2ccc(OCc3ccccc3)cc2)nc(C(C)C)n1	.	-14%	-1%	-6%	2%	-17%	?	2%
Cc1ccc(-c2nn(-c3ccccc3)cc2/C=C/C(=O)O)o1	-16%	-11%	1%	?	23%[46 µM]	8%	2%	?
CNC(=O)N(O)C1N(C)C(=O)N(Cc2ccccc2)C1(C)C (stereo unspecified)	.	-5%	-1%	9%	-2%	12%	18%	3%
O=P(c1ccccc1)(c1ccccc1)c1nc(-c2ccccc2)oc1N1CCOCC1	-11%	1%	.	.	.	2%	.	?
CCC(C)(C)n1nnnc1CN1CCN(C(c2ccccc2)c2ccccc2)CC1	0%	-15%	0%	25µM*	?	-9%	-30%	-3%
C=CCNC(=S)NCc1ccc(CNC(=S)NCC=C)cc1	-7%	-4%	1%	-10%	14%[46 µM]	-1%	2%	2%
O=C(O)c1ccc2c3c(cccc13)C(=O)N(c1ccccc1)C2=O	13µM*	-6%	-2%	?	.	?	0%	?
CC1(c2ccccc2)CC(C)(C)N2C(=O)Cc3cccc1c32 (stereo unspecified)	.	-20%	.	2%	.	i	.	4%
CC(C)CNC(=O)COc1ccc(Sc2ccc(OCC(=O)NCC(C)C)cc2)cc1	5%	8%	6%	5%	?	-1%	-55%[inhibitor]	-3%
CCOc1ccc(CCNC(=O)C2CCN(c3nn4c(=O)cc(C)nc4s3)CC2)cc1OCC	3%	?	0%	-2%	5%	i	-4%	0%
CC12CCC(C(=O)O)(C/C1=N\O)C2(C)C (stereo unspecified)	6%&-4%	-5%&4%	2%&-6%	7%&-8%	-8%&4%	-4%&6%	4%&-10%	11%&9%
CC(C)c1nc(C(=O)N2CCCC(CCC(=O)N(C)CCc3ccccn3)C2)cs1 (stereo unspecified)	0%	-15%	-3%	-9%	.	-7%	.	-3%
CC(C)OP(=O)(c1ccc(N(C)C)cc1)C(O)c1ccncc1 (stereo unspecified)	11%	-4%	6%	?	1%	i	-3%	?
Cc1cc(=O)[nH]c(SCC(=O)N2c3ccccc3CC2C)n1 (stereo unspecified)	.	-10%	1%	10%	-8%	0%	14%	-7%
O=C1CCC(C(=O)NCCCn2ccnc2)N1 (stereo unspecified)	-4%	-2%	0%	13%	-14%	1%	17%	-3%
Cn1c(=O)c(C(=O)c2ccccc2)nc2ccccc21	0%	-2%	-2%	0%	-13%	-13%	-1%	-3%
CN1CCN(CC(=O)Nc2ccccc2[N+](=O)[O-])CC1	-1%	6%	1%	-9%	-5%	-2%	-10%	7%
COc1cc(SC)ccc1C(=O)NCCOc1ccccc1Cl	8%	?	-1%	-9%	6%	-4%	13µM*	-4%
